Rab2 wt GTP – changes GTP binding to wildtype dog Rab2A, up or down; 0.19% of 190,000 active; AID 760; GST-Rab2 wt beads, Bodipy-GTP binding, flow cytometry; GTP binding activity, % at 10 µM;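 active = GTP binding activity at least 20 points away from 100%, either lowered or raised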;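 note: 0% = beads with excess unlabeled GTP and 100% = no-compound control corrected for plate trend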
Bim-Bcl-2 – inhibitors of Bim-Bcl-2 interaction, human | P10415 | Bead-based flow cytometry, Bim peptide-Bcl-2 binding | inhibition, % at 10 µM | 0.06% of 190,000 active; in the data active = inhibition above about 40%;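 note: 0% = no compound wells with probe peptide and 100% = reference peptide inhibitor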
Target sequence (P10415 whole entry, looked up): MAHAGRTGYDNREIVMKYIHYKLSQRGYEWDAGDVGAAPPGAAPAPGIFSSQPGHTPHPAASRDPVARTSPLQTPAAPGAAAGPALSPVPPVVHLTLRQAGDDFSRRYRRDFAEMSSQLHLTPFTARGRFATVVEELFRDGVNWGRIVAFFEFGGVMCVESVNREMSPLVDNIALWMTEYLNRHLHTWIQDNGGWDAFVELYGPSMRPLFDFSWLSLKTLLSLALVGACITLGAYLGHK
Rab7 wt modul – dog Rab7 wildtype GTP binding, inhibitors and activators. GST-Rab7 beads, fluorescent GTP binding, flow cytometry; actives lie on both sides; untreated = 100%, excess cold GTP = 0%. GTP binding activity (percent of control), % at 10 µM. 0.055% of 190,000 active;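 active = fluorescent GTP binding to Rab7 beads changed by at least 20 points from the 100% baseline, either direction, mostly lower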;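 note: median green fluorescence of bound Bodipy-FL-GTP per Rab7 bead population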
Bcl-B Bim block – disrupts Bim peptide binding to human Bcl-B; Q9HD36; bead-based flow cytometry; inhibition, % at 10 µM; 0.073% of 190,000 active; AID 951;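 note: 0% = tracer peptide without compound and 100% = reference inhibitor peptide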
Target sequence (Q9HD36 whole entry, looked up): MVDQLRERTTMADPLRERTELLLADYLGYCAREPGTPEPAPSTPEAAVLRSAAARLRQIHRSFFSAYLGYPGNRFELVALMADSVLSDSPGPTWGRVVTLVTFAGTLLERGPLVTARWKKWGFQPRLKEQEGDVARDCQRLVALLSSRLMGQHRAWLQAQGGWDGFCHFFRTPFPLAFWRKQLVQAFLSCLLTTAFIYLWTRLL
Bcl-XL Bim block – human Bim-Bcl-XL interaction inhibition | Q07817 | Bim peptide-Bcl-XL binding, bead flow cytometry, fluorescence | inhibition, % at 10 µM | 0.04% of 190,000 active | AID 1007
Target sequence (Q07817 whole entry, looked up): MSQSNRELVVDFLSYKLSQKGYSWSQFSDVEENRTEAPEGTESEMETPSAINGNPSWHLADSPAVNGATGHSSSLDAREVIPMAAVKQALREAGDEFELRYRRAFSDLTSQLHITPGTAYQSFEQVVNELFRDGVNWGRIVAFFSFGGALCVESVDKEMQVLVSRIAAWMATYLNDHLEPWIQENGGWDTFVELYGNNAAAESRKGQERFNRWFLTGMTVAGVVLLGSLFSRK
Rac1 mut GTP – human Rac1 activated mutant GTP binding change | P63000 | AID 764 | percent activity (GTP binding), % at 10 µM | GST-Rac1 activated beads, fluorescent GTP binding, flow cytometry; actives lie on both sides; 100% means binding = to untreated wells | 0.11% of 190,000 active;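 active = GTP binding at least 20 percentage points away from the 100% baseline, in either direction, so actives lie on both sides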
Bfl-1 Bim block – disrupts Bim binding to human Bfl-1; Q16548; Bead-based flow cytometry, Bim-Bfl-1 binding inhibition; inhibition, % at 10 µM; 0.12% of 190,000 active; AID 1008;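 note: 0% = wells without compound plus tracer and 100% = blocker peptide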
Cdc42 wt – human Cdc42 wildtype GTP binding change, either direction. P60953. GST-Cdc42 beads, Bodipy-GTP binding, flow cytometry; actives lie on both sides. percent activity (GTP binding), % at 10 µM. 0.2% of 190,000 active. AID 761;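 active = percent activity GTP binding at least 20 points away from the 100% baseline, either down as inhibitor or up as activator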;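 note: median bead fluorescence of bound Bodipy-FL-GTP at 100 nM; 0% = excess unlabeled GTP control and 100% = no compound control; below 100% means less GTP binding so inhibitor and above means activator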
Rac1 wt modul – alters GTP binding to wildtype human Rac1. AID 757. GST-Rac1 beads, fluorescent GTP binding, flow cytometry; actives lie on both sides; 0 = cold GTP competed, 100 = untreated. P63000. GTP binding activity (% of control), % at 10 µM. 0.27% of 190,000 active;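 active = GTP binding activity at least 20 points away from the 100% control level, either lower or higher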
HRas wt GTP bind – changes GTP binding to wildtype human HRas; GTP binding activity, % at 10 µM; P01112; AID 759; GST-Ras wt beads, Bodipy-FL-GTP binding, flow cytometry; actives lie on both sides; 0.14% of 190,000 active;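 active = GTP binding activity at least 20% away from the 100% baseline, either lowered as inhibitor or raised as activator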;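 note: 0% = unlabeled GTP competition control and 100% = no-compound control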
Bim-Bcl-W – human Bim-Bcl-W interaction inhibition; Q92843; bead-based flow cytometry, Bim peptide-Bcl-W binding; inhibition, % at 10 µM; 0.02% of 190,000 active;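 note: 0% = bound tracer without compound and 100% = peptide blocker; higher means less fluorescent Bim peptide bound to Bcl-W beads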
Target sequence (Q92843 whole entry, looked up): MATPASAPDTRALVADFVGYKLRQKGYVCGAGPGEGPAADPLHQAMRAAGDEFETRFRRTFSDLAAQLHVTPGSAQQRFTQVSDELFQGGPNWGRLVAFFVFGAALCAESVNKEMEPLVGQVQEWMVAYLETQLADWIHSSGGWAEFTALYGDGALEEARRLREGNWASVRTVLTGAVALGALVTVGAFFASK
An asterisk follows results filed as active. Cut-off read from the data, not from the text of the source, unless noted: active = inhibition above about 40%.

SMILES | Rab2 wt GTP | Bim-Bcl-2 | Rab7 wt modul | Bcl-B Bim block | Bcl-XL Bim block | Rac1 mut GTP | Bfl-1 Bim block | Cdc42 wt | Rac1 wt modul | HRas wt GTP bind | Bim-Bcl-W
CN1CCN(C(=O)/C=C\C(=O)O)CC1 | 99 | -3 | 99 | -4 | -5 | 99 | -3 | 99 | 104 | 99 | 0
CCC(=O)N1CCc2cc(S(=O)(=O)NC(Cc3ccccc3)C(=O)Nc3nccs3)ccc21 (stereo not given) | 101 | -6 | 99 | -5 | -5 | 99 | -1 | 103 | 106 | 103 | -4
CCOC(=O)c1nn(-c2cccc(Cl)c2)c2nc(Nc3ccccc3)cc(=O)n12 | 94 | -4 | 98 | -2 | 0 | 100 | -1 | 94 | 94 | 97 | -2
O=C(Cc1ccc(S(=O)(=O)N2CCOCC2)s1)Nc1ccc(N2CCOCC2)cc1 | 99 | 0 | 107 | -1 | -1 | 95 | -3 | 97 | 96 | 98 | 0
CC(=O)c1ccc(-n2c(C)ccc2-c2ccccc2)cc1 | 93 | 0 | 95 | -2 | 0 | 94 | -1 | 94 | 95 | 95 | -3
C/C(=C\c1ccccc1)CN1CCC(C(=O)N2CCC(C)CC2)CC1 | 102 | 1 | 103 | -4 | -5 | 99 | -1 | 100 | 106 | 101 | -1
O=C(O)Cn1cc(/C=C2/SC(=O)N(CC(=O)N3CCCCCC3)C2=O)c2ccccc21 | 89 | -3 | 95 | -5 | 0 | 87 | -6 | 87 | 88 | 90 | -2
COc1ccc(NC(=O)c2ccc3c(c2)n(C)c(=O)n3C)cc1 | 96 | -3 | 96 | -4 | -6 | 95 | -3 | 97 | 95 | 98 | -6
O=C(Nc1cccc(S(=O)(=O)N2CCOCC2)c1)c1cn(-c2ccccc2)nc1-c1ccc(F)cc1 | 103 | -5 | 101 | -4 | -2 | 102 | -1 | 105 | 109 | 104 | -3
Cc1c(NC(=O)C(=O)/C=C(\O)c2ccc(Cl)cc2)c(=O)n(-c2ccccc2)n1C | 91 | 0 | 92 | -7 | -4 | 92 | 1 | 90 | 89 | 90 | -3
COc1ccc(NC(=O)CSc2nnnn2C2CCCC2)cc1 | 96 | -2 | 98 | -1 | 0 | 95 | -5 | 93 | 98 | 97 | 1
COc1cccc(OC)c1C(=O)NC(=S)Nc1cc(-c2nc3ccccc3[nH]2)ccc1Cl | 98 | -4 | 98 | 0 | 3 | 99 | -14 | 95 | 100 | 98 | 0
COc1cc([N+](=O)[O-])ccc1Nc1nc(C)cc(C)n1 | 93 | -5 | 98 | -11 | -4 | 94 | -6 | 97 | 98 | 96 | -5
CNCC(O)CN(c1ccccc1)c1ccccc1 (stereo not given) | 94 | -2 | 99 | -2 | -1 | 98 | -4 | 94 | 101 | 93 | -1
CCC(=O)Nc1ccc2nc(SCC(=O)N3CCOCC3)sc2c1 | 101 | -3 | 95 | -5 | 0 | 99 | -7 | 102 | 106 | 100 | -3
Cc1sc2nc(CSCC(=O)NC(C)(C)C)[nH]c(=O)c2c1C | 104 | -2 | 106 | -2 | -2 | 97 | -2 | 100 | 105 | 100 | 0
COc1cc(-c2cc(C(=O)OCC(=O)Nc3ccc4c(c3)OCO4)c3ccccc3n2)cc(OC)c1OC | 99 | 1 | 102 | -4 | -3 | 97 | -1 | 97 | 97 | 101 | -1
CCOC(=O)N1CCN(C(=O)C(=O)NNC(=O)COc2ccc(Cl)cc2)CC1 | 103 | 3 | 101 | -2 | -9 | 100 | -2 | 102 | 103 | 101 | -5
COC(=O)CN(c1ccc(C)cc1)S(=O)(=O)c1ccc2c(c1)n(C)c(=O)c(=O)n2C | 100 | -9 | 101 | -8 | -5 | 98 | -14 | 103 | 107 | 104 | -1
COc1ccc(S(=O)(=O)NNC(=O)C2CC(c3cccnc3)=NO2)cc1 (stereo not given) | 98 | -5 | 95 | -2 | 0 | 97 | -4 | 96 | 95 | 97 | -1

One compound at a time (already shown):
Results for CCC(=O)Nc1ccc2nc(SCC(=O)N3CCOCC3)sc2c1 → Rab2 wt GTP = 101; Bim-Bcl-2 = -3; Rab7 wt modul = 95; Bcl-B Bim block = -5; Bcl-XL Bim block = 0; Rac1 mut GTP = 99; Bfl-1 Bim block = -7; Cdc42 wt = 102; Rac1 wt modul = 106; HRas wt GTP bind = 100; Bim-Bcl-W = -3
Results for COc1cccc(OC)c1C(=O)NC(=S)Nc1cc(-c2nc3ccccc3[nH]2)ccc1Cl → Rab2 wt GTP = 98; Bim-Bcl-2 = -4; Rab7 wt modul = 98; Bcl-B Bim block = 0; Bcl-XL Bim block = 3; Rac1 mut GTP = 99; Bfl-1 Bim block = -14; Cdc42 wt = 95; Rac1 wt modul = 100; HRas wt GTP bind = 98; Bim-Bcl-W = 0

Further structures follow.
SMILES | Rab2 wt GTP | Bim-Bcl-2 | Rab7 wt modul | Bcl-B Bim block | Bcl-XL Bim block | Rac1 mut GTP | Bfl-1 Bim block | Cdc42 wt | Rac1 wt modul | HRas wt GTP bind | Bim-Bcl-W
O=C(CN1CCN(S(=O)(=O)c2ccc(Cl)cc2)CC1)Nc1ccc2c(c1)OCO2 | 105 | -3 | 97 | 0 | -3 | 101 | -3 | 105 | 105 | 105 | -2
O=C1N=C(N2CCCC2)S/C1=C\c1ccccc1 | 98 | -3 | 99 | -5 | -5 | 96 | 0 | 99 | 100 | 97 | -2
Cc1ccc(C(C(=O)NC(C)(C)C)N(C(=O)c2csnn2)c2cccc(F)c2)o1 (stereo not given) | 98 | -7 | 102 | -4 | -3 | 98 | -12 | 100 | 101 | 98 | 1
OCC1(Cc2ccc(Cl)cc2)CCN(Cc2ccc(Oc3ncccn3)cc2)CC1 | 99 | -8 | 97 | -7 | -3 | 95 | -14 | 100 | 101 | 96 | -4
CC1CCN(c2cc(N3CCOCC3)c(F)cc2[N+](=O)[O-])CC1 | 100 | -12 | 100 | -10 | -9 | 97 | -15 | 100 | 106 | 103 | -1
N#C/C(=C\c1ccc(Cl)c([N+](=O)[O-])c1)c1ccccn1 | 98 | -4 | 103 | -2 | 0 | 94 | 0 | 96 | 96 | 96 | 0
CC1CCCC(C)N1C(=O)COC(=O)C(Cc1ccccc1)NC(=O)c1cccs1 (stereo not given) | 101 | 9 | 102 | 6 | 6 | 98 | 10 | 103 | 103 | 103 | 3
CCN=C1SCC(=O)N1c1ccc(OC)cc1 | 99 | -1 | 100 | 1 | 0 | 97 | 0 | 101 | 105 | 100 | 0
COC(=O)Cc1ccc(NC(=S)NCCCO)cc1 | 101 | -8 | 102 | -4 | -4 | 101 | -11 | 103 | 108 | 103 | 0
Oc1cccc(/C=N/N(Cc2ccccc2)c2ccccc2)c1 | 95 | -5 | 95 | -3 | -3 | 95 | -6 | 97 | 96 | 95 | 0
CC(C)CCNC(=O)NC(=O)CSc1nnc2ccccn12 | 100 | -2 | 101 | -7 | -3 | 101 | -10 | 103 | 103 | 102 | 0
O=C(NC(=O)N1CCN(c2cccc(Cl)c2)CC1)c1ccccc1 | 98 | -8 | 100 | -7 | -6 | 101 | -20 | 107 | 108 | 103 | -8
CCN(C(=O)CN1c2ccccc2CC1C)c1c(N)n(Cc2ccccc2)c(=O)[nH]c1=O (stereo not given) | 95 | 9 | 95 | 7 | 5 | 95 | 8 | 97 | 98 | 95 | 6
O=C(Nc1cccc(F)c1)NC1CCN(Cc2ccccc2)CC1 | 99 | -4 | 103 | -3 | 0 | 96 | -5 | 97 | 99 | 100 | -2
COc1ccc(/C=C(\C#N)C(=O)Nc2cc(S(=O)(=O)N3CCOCC3)ccc2N2CCCC2)cc1 | 96 | 2 | 94 | -23 | -9 | 97 | 21 | 95 | 102 | 98 | -2
COc1ccc(-c2nc3ccccc3n2Cc2ccccc2)cc1 | 97 | -4 | 100 | -6 | 1 | 95 | -9 | 96 | 97 | 98 | 4
N#C/C(=C\c1ccc(Cl)cc1Cl)c1n[nH]c(Cn2cncn2)n1 | 100 | 4 | 97 | 1 | 1 | 97 | 1 | 100 | 102 | 98 | 10
COc1ccnc(NCc2ccc(Cl)cc2)c1C#N | 102 | 3 | 105 | 0 | 2 | 100 | 2 | 103 | 103 | 102 | 7
CCCc1oc(C(=O)O)cc1CN1CCOCC1 | 103 | -6 | 106 | -5 | 0 | 96 | -11 | 103 | 105 | 105 | 6
CC(OC(=O)CC(NC(=O)c1ccccc1Cl)c1ccccc1)C(=O)Nc1cccc(Cl)c1Cl (stereo not given) | 93 | -2 | 98 | -7 | -9 | 97 | -2 | 96 | 99 | 96 | -6
CNC(=O)[C@H](C)[C@@H]1C[C@@]1(C)[C@@H](NC(=O)OCc1ccccc1)c1ccccc1 | 103 | 2 | 104 | -1 | -2 | 100 | 1 | 105 | 104 | 103 | 0
CCCOc1cc(C)c(S(=O)(=O)NC2CC(C)(C)NC(C)(C)C2)cc1C | 102 | 4 | 99 | 0 | -3 | 104 | 10 | 103 | 107 | 102 | 0
O=C1CC[C@@H](CN(Cc2ccccn2)Cc2nc(Cc3ccccc3)no2)N1 | 98 | -4 | 99 | -2 | 1 | 96 | 1 | 92 | 96 | 96 | 0
O=C(O)C(Cc1c[nH]c2ccccc12)NS(=O)(=O)c1ccc(Cl)cc1 (stereo not given) | 81 | -2 | 90 | -11 | -4 | 81 | -7 | 82 | 85 | 86 | -2
C#CCOC(=O)c1ccccc1C(=O)N(CC)CC | 96 | -5 | 94 | -2 | -2 | 100 | -8 | 100 | 101 | 99 | -1
O=C(COC(=O)/C=C/c1ccc(S(=O)(=O)N2CCOCC2)cc1)NC1CCCCCCC1 | 97 | 0 | 94 | -3 | -1 | 97 | -5 | 96 | 97 | 98 | 1
CC(C)(C)C(=O)Nc1ccc(C(=O)N/N=C/c2ccccc2OC(=O)c2ccc(Cl)cc2)cc1 | 100 | -1 | 99 | 3 | 0 | 99 | 0 | 100 | 102 | 101 | 0
O=C(COc1ccccc1)NCC(=O)Nc1cccc(S(=O)(=O)NC2=NCCC2)c1 | 96 | -2 | 99 | -2 | -1 | 95 | -4 | 99 | 97 | 97 | -1
Cc1cccc(N)c1-c1c(C)cccc1N | 95 | 2 | 94 | -1 | -1 | 94 | 1 | 96 | 97 | 93 | 0
CC(C)C(=O)N1CCN(c2ccccc2NC(=O)Cc2ccc(Cl)cc2)CC1 | 96 | -7 | 94 | -5 | 0 | 95 | -10 | 98 | 97 | 97 | 0
CCC(C)c1ccc(NC(=S)Nc2ccc(OC)cc2C)cc1 (stereo not given) | 102 | -5 | 103 | -10 | -6 | 97 | -4 | 99 | 100 | 99 | -6
CCOC(=O)c1sc(-c2ccc(F)cc2)cc1N | 101 | -7 | 100 | -4 | 1 | 102 | -10 | 104 | 102 | 103 | 3
Cc1cccc(OCCCC(=O)O)c1C | 104 | -11 | 102 | -9 | -5 | 106 | -15 | 109 | 113 | 103 | -3
